# STAT1 act – increases IFN-gamma driven STAT1 reporter signal; NIH 3T3 STAT1-luciferase reporter, luminescence; 100% = IFN-gamma alone, no compound; activation (% of control), % at 5.5 µM; 200,000 compounds, 2.6% hits; AID 932;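 active = activation above the screen-wide mean activation plus 3 SD, cut at about 130% in these data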;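 also: raw ratio to IFN-gamma control signal so 100% means no change and 0% no light; values of inactives mirror those of a sister screen read the other way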
# G6PDH counter – L. mesenteroides G6PDH inhibition counter-screen; inhibition, % at 5 µM; AID 1020; 200,000 compounds, 0.12% hits; Purified L. mesenteroides G6PDH, diaphorase/resazurin coupled fluorescence, 45 min; in the data active = inhibition above about 50%
# STAT3 activator – STAT3 signaling activation. U3A cells, IL-6 STAT3-luciferase reporter, luminescence; 100% = signal with IL-6 EC80 alone. activation (% of control), % at 5.6 µM. 190,000 compounds, 0.91% hits;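 active = activation above the screen-wide mean of compound activation plus 3 SD, cut at about 130% in these data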;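 also: 0% = background luminescence of wells with medium and substrate only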
#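 Material: STAT3-luciferase reporter U3A cells. Controls: IL-6-treated wells, 100% activation. Read-out: % activation versus median of IL-6-stimulated wells. Probe or stimulus: IL-6 stimulus at 33 ng/mL final. Timing: compound 1 h, then IL-6 6 h at 37 °C. Signal: reporter luminescence signal.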
# Diaph act CS – diaphorase activation or chemical reduction counter-screen; Diaphorase/resazurin coupled assay, resorufin fluorescence, 16 min; hits give high values; 1 = vehicle wells, 0 = NADH-free wells; 190,000 compounds, 0.005% hits; activation factor at 20 µM;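 active = diaphorase activity raised at least twofold by the compound at 20 µM; inactive = activation factor below 2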
#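 Material: purified diaphorase enzyme from Clostridium kluyveri; Also added: 0.114 mM NADH and 0.1 mM resazurin, final amounts; Doses: single compound dose of 20 µM, 1% DMSO final; Times: 16 min enzyme reaction, ambient temperature; Detection: resorufin fluorescence, excitation 544 nm, emission 590 nm; Measure: increased resorufin signal from activators or reducing compounds.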
# Diaphorase inh – diaphorase inhibition or chemical oxidation counter-screen | diaphorase resazurin-to-resorufin fluorescence, NADH, 16 min; bacterial (C. kluyveri) enzyme, not human | inhibition, % at 20 µM | 190,000 compounds, 0.69% hits;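 active = primary screen inhibition at 20 µM above a set limit, cut at about 50% in these data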;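 also: plate controls were DMSO with full reaction for no effect and wells lacking NADH for full effect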
#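 Benchmarks: positive control wells lacking NADH, neutral wells with DMSO only. System: bacterial diaphorase enzyme (C. kluyveri). Input: 0.14 U/mL diaphorase, enzyme working solution. Detection: resorufin fluorescence, excitation 544 nm, emission 590 nm. Times: 16-min room-temperature incubation before reading.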
# STAT1 inh – inhibitors of IFN-gamma induced STAT1 signaling; NIH 3T3 STAT1-luciferase reporter, luminescence; AID 920; inhibition, % at 5.5 µM; 200,000 compounds, 0.35% hits;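 active = inhibition above a set limit, the mean inhibition across all tested compounds plus 3 SD, cut at about 34% in these data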;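 also: 0% = IFN-gamma with DMSO and 100% = IFN-gamma with 300 µM nifuroxazide; values of inactives mirror those of a sister screen read the other way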
# STAT3 blocker – inhibitors of IL-6 induced STAT3 signaling. AID 862. U3A cells, IL-6 STAT3-luciferase reporter, luminescence; host cell line lacks STAT1. 190,000 compounds, 0.89% hits. inhibition, % at 5.5 µM;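 active = inhibition above the mean inhibition across all screened compounds plus 3 SD, cut at about 44% in these data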;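 also: 0% = DMSO only wells and 100% = 100 µM nifuroxazide control wells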
# APP 5UTR inh – APP translation inhibition; SH-SY5Y APP 5'UTR-luciferase reporter, luminescence; inhibition, % at 2 µM; 190,000 compounds, 0.82% hits;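 active = inhibition above a set limit, derived from the sample mean plus 3 SD, cut at about 45% in these data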; also: values of inactives mirror those of a sister screen read the other way
# Hsp70 activator – transcriptional activators of Hsp70. 200,000 compounds, 0.04% hits. activation, % at 10 µM. HeLa Hsp70 promoter luciferase reporter, luminescence; scaled: vehicle 0, proteasome-inhibitor control 100%. AID 1203;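 active = activation above the mean across all tested compounds plus 3 SD, cutoff set per campaign, cut at about 5.5% in these data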;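 also: 100% = MG132 at 30 µM as the positive control and 0% = DMSO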
# TLR4 MyD88 comp – TLR4-MyD88 interaction inhibition in cells. O00206+Q99836. 200,000 compounds, 0.18% hits. inhibition, % at 8.4 µM. HeLa CL3-4 TLR4/MyD88 BLA complementation, FRET ratio; in the data active = inhibition above about 25%;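 also: 0% = vehicle and 100% = reference inhibitor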
# Target sequence (O00206 whole entry, looked up): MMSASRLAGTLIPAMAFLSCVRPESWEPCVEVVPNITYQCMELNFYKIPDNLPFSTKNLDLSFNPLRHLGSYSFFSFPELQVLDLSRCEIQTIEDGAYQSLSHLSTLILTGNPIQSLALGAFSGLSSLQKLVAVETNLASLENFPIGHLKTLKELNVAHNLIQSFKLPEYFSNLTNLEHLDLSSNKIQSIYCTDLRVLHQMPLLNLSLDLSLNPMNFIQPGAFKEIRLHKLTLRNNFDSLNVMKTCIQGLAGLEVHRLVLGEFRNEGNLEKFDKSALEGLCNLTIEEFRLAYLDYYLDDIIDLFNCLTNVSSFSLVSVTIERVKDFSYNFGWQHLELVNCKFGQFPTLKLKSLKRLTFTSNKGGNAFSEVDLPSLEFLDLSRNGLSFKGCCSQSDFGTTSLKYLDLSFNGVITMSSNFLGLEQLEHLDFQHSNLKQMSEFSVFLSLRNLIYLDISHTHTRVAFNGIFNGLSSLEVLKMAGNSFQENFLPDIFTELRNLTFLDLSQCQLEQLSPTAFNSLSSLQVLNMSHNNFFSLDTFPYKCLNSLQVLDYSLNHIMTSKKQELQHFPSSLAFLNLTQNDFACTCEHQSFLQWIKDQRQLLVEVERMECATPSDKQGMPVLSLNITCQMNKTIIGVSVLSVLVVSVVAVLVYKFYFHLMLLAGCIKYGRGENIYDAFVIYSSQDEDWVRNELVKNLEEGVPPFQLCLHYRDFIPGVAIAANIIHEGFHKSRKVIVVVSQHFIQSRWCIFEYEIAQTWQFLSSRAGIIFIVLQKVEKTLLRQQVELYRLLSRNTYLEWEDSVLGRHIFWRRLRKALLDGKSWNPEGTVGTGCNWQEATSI
# Target sequence (Q99836 whole entry, looked up): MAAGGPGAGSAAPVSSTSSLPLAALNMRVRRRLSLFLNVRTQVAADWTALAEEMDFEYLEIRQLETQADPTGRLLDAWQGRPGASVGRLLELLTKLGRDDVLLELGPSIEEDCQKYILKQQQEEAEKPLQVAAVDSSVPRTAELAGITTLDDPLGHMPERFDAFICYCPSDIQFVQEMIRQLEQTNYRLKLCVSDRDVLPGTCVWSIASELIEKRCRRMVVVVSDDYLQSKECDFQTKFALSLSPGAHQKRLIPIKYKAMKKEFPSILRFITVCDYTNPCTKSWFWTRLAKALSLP
# Active calls of the source: *; . = no result given; & = joins results of further samples. Random draw from the library. About 6.1% of those tested had a hit in this group.
SMILES,STAT1 act,G6PDH counter,STAT3 activator,Diaph act CS,Diaphorase inh,STAT1 inh,STAT3 blocker,APP 5UTR inh,Hsp70 activator,TLR4 MyD88 comp
COc1ccc(C2C(C#N)=C(N)Oc3c2c(C)nn3-c2ccccc2)cc1Cn1nc(C)c([N+](=O)[O-])c1C (centres undefined),91,7,115,1,-3,10,-12,-4,-0.1,6
Nn1c(COc2cccc(Cl)c2)nc2ccccc2c1=O,110,9,94,0.9,14,-12,8,8,0.4,-2
COc1ccc(C)cc1N=Nc1ccc(O)c2ncccc12,107,8,90,0.7,26,-11,17,68*,-0.6,2
Cc1ccc(-n2nc(C)c3c2NC2=C(C(=O)CC(C)(C)C2)C3c2ccccc2OCC(=O)O)cc1 (centres undefined),90,1,102,0.9,11,8,-1,4,-0.3,-11
CCN(CC)C(=O)CSc1nnc(-c2cnccn2)n1-c1ccccc1,96,15,105,0.9,12,4,-3,0,0.5,-9
OC1CCN(c2c3c(nc4cc(-c5ccc(F)cc5)nn24)CCC3)CC1,95,2,85,0.9,9,5,21,10,-0.3,-3
CCC(Sc1nc2cc3c(cc2c(=O)n1Cc1ccco1)OCO3)C(=O)Nc1cccc(OC)c1 (centres undefined),95,6,102,0.7,26,6,4,-3,-0.3,-4
O=C(CCC(=O)OCC(=O)c1ccc(Cl)cc1Cl)Nc1cccc2cccnc12,99,8,110,0.9,11,1,-12,-9,0.1,-9
O=C(Nc1nccs1)c1ccc(Cl)cc1[N+](=O)[O-],109,1,96,0.9,15,-10,12,-7,-0.3,-9
CCOc1ccc(OCC)c(NC(=O)CCCN2C(=O)c3cccnc3C2=O)c1,104,-26,100,0.8,22,-4,4,0,-0.2,-26
Cc1nc(SCC(=O)NCC2CCCO2)c2oc3ccccc3c2n1 (centres undefined),100,0,103,0.9,13,0,0,2,-0.5,-12
COc1ccc(-c2nnn(CC(=O)N(CCCN3CCOCC3)C(C(=O)NC3CCCC3)c3ccco3)n2)cc1 (centres undefined),96,2,96,0.8,22,3,9,8,0.1,-4
O=C(NCc1ccco1)c1nn2cccnc2c1Cl,108,11,100,0.8,16,-11,1,-15,-0.2,5
O=C(COC(=O)CCNS(=O)(=O)c1cccc(C(F)(F)F)c1)NC(=O)NC1CCCCC1,99,3,101,0.9,9,1,-3,.,-0.1,0
CCOC(=O)c1cnn(-c2ccccc2)c1-n1cccc1C(=O)C(=O)Nc1ccc(F)cc1,98,8,97,0.8,24,2,4,-4,0.3,3
O=C(Cc1ccccc1)NCCSCc1ccc(Cl)cc1,94,7,96,0.9,7,6,15,-4,0.6,0
CC1=NN(c2ccccc2)C(=O)/C1=C/c1cccs1,98,10,125,0.9,14,2,-25,-1,-0.2,-4
Cc1cc(NC(=O)c2ccc3c(c2)C(=O)N(CCC(C)C)C3=O)no1,98,2,100,0.9,6,1,3,-24,-0.3,16
CC(=O)c1c(C)nn(CC(O)COc2ccc3ccccc3c2)c1C (centres undefined),95,12,100,0.9,10,3,4,-15,-0.3,7
CCOc1ccc(NC(=O)CNC(=O)c2cccs2)cc1,101,5,104,1,4,-1,5,-10,-0.1,-8
CCC(=O)Nc1ccc(NC(=S)NC(=O)c2oc3ccccc3c2C)cc1,98,-8,102,0.9,8,4,-5,-20,-0.3,-14
CN1CCN(c2ccccc2NC(=O)c2cc3ccccc3o2)CC1,108,-1,144*,1,2,-9,-50,-18,-0.3,5
CCOCC(=O)Nc1nnc(SCCOC)s1,103,2,112,0.9,11,-3,-11,0,-0.3,4
O=C(CN1C(=O)c2ccccc2C1=O)NNC1=NS(=O)(=O)c2ccccc21,96,1,104,0.8,18,4,-4,-5,-0.2,-6
COc1cc2c(cc1NC(=O)CSc1ccc(Cl)cc1)oc1ccccc12,104,-22,100,0.9,14,-4,3,-4,0.2,-17
Cc1ccc(Nc2nnc(C(C)(C)C)c(=O)n2N)cc1,91,-5,93,0.9,8,10,5,-12,-0.4,4
COCc1[nH]nc2c1C(c1ccc(OC)cc1)C(C#N)=C(N)O2 (centres undefined),110,-10,97,0.7,27,-10,7,-24,0.0,2
O=C(CSc1ccccc1)Nc1ccc(S(=O)(=O)NCC2CCCO2)cc1 (centres undefined),91,-4,100,0.8,20,10,4,0,-0.4,-1
Nc1ccc(OCc2ccco2)cc1,106,1,98,1,-2,-8,14,-18,0.4,-4
Cc1occc1C(=O)Nc1ccc(S(=O)(=O)N2CCCC2)cc1,92,23,98,1.1,-8,9,6,5,0.6,-12
COc1cc(/C=C/C(=O)Nc2cc(S(=O)(=O)N3CCOCC3)ccc2N2CCCC2)cc(OC)c1OC,91,10,93,0.9,7,10,10,-4,-0.2,8
Cc1ccn2cc(CCNC(=O)c3ccc(Br)o3)nc2c1,96,6,97,0.9,10,4,12,-14,-0.3,7
COc1ccccc1OS(=O)(=O)c1ccc(NC(C)=O)cc1,93,12,97,1.2,-16,6,12,-14,-0.1,8
COc1cc(OC)cc(C(C(=O)NCc2ccccc2)N(Cc2ccco2)C(=O)c2ccno2)c1 (centres undefined),95,-1,111,0.9,7,5,-6,1,-0.2,9
CCOc1c(C)cc(-c2ncccc2O)cc1C,87&104,0&12,92&95,0.9&0.9,15&11,14&-5,13&3,-14&-26,0.3&0.1,2&9
Cc1ccc2oc(-c3cccc(NC(=O)c4cc(-n5cnnc5)ccc4Cl)c3)nc2c1,105,1,84,1.2,-18,-6,22,2,0.1,-6
Cc1cc(NC(=O)NC2CC(=O)N(c3ccc4c(c3)OCCO4)C2)no1 (centres undefined),94,6,93,1,4,6,13,-9,-0.2,6
O=C(CSc1ncnc2ccccc12)NCc1ccco1,103,-1,97,0.9,8,-3,10,26,-0.4,1
O=C(NCc1ccco1)c1ccc(C(=O)NCc2ccco2)s1,95,5,102,0.9,10,5,-2,-2,-0.4,-7
CSc1nc(NCc2ccccc2)c2c3c(sc2n1)CN(C)CC3,108,-37,104,1,4,-11,4,-7,0.0,0
O=C1CC2CS(=O)(=O)CC2N1c1ccc(Oc2ccccc2)cc1 (centres undefined),98,7,102,1,4,2,0,-7,0.3,-2
Cc1ccccc1-n1c(=O)[nH]c(=O)c2c(N)c(C(=O)c3ccc(Cl)cc3)sc21,109,-16,102,0.9,12,-10,-1,11,0.0,-16
CCC(C)C(NC(=O)C(CC(C)C)NC(=O)C(CO)NC(=O)C1CCC(=O)N1)C(=O)OC (centres undefined),92,-2,95,1,-3,9,11,-16,-0.3,-17
COc1ccc(NC(=O)CNC(=O)Cn2c(C)cc3ccccc3c2=O)cc1OC,86,4,88,1,-3,15,21,-17,-0.1,-7
Cc1cc(C(C)(C)C)cc(C)c1Cn1c2[n+](c3ccc(C(F)(F)F)cc31)CCCCC2,87,-2,100,1.2,-15,13,3,6,0.5,4
COC(=O)C1=C(C)NC(=O)/C1=C\c1ccc2c(c1)OCO2,92,2,81,1,-4,9,27,6,-0.3,-9
CCNC(=S)N/N=C/c1ccco1,96,4,98,1,3,4,1,-8,-0.1,-10
O=C(NCc1ccc(Cl)cc1)C1CCCN(S(=O)(=O)c2cnc[nH]2)C1 (centres undefined),101,16,101,1,3,-1,3,-12,0.3,-2
COc1ccc(N(CC(=O)N/N=C/c2ccc3c(c2)OCO3)S(=O)(=O)c2ccccc2)cc1,110,-7,114,0.9,9,-13,-14,-7,-0.3,8
CCOc1ccccc1NC(=O)CSc1nc2c(c(=O)n1C)SC(C)C2 (centres undefined),83,-17,102,1,4,19,-3,0,-0.3,2
# (listing goes on)
SMILES,STAT1 act,G6PDH counter,STAT3 activator,Diaph act CS,Diaphorase inh,STAT1 inh,STAT3 blocker,APP 5UTR inh,Hsp70 activator,TLR4 MyD88 comp
N#Cc1ncn(-c2ccc(Oc3ccccc3)cc2)c1N,102,6,101,0.9,7,-5,4,5,-0.3,3
O=C(Nc1ncc2c(n1)-c1ccccc1OC2)c1ccccc1Cl,98,-1,84,0.9,12,3,22,2,-0.1,-8
S=C(c1c[nH]c2ccccc12)N1CCCC1,103,5,102,0.9,9,-5,2,-6,0.1,1
Cc1ccc([N+](=O)[O-])cc1N=C(c1cccc([N+](=O)[O-])c1)N1CCOCC1,106,12,97,0.9,7,-6,6,-2,0.0,-2
NC(=O)c1c(NC(=O)Cn2cc([N+](=O)[O-])cn2)sc2c1CCCC2,82,0,75,1,4,19,33,-15,-0.3,1
CCOC(=O)CSc1nc2cc(C)cc(C)c2cc1C#N,120,6,87,0.8,24,-22,16,-94,0.1,9
Brc1cccc2sc(N3CCCC3)nc12,121,5,79,0.9,5,-26,31,-37,-0.3,-16
CCCCCCN1C(=O)C(O)=C(C(C)=O)C1c1ccc(Cl)cc1 (centres undefined),108,5,108,0.9,13,-8,-3,5,-0.3,-2
Cc1cc(C)nc(/N=C2\NC(=O)CC(C(=O)O)N2c2ccc(F)c(Cl)c2)n1 (centres undefined),104,-2,101,1,2,-4,4,-12,-0.2,-8
Cc1ccc2c(c1)N(CC(=O)N1CCCCCC1)C(=O)CO2,101,1,106,0.8,16,-1,-4,-5,0.2,-7
COc1ccc(Cl)cc1N/C(N)=N/c1nc(C)cc(C)n1,93,4,94,0.9,11,6,11,2,-0.1,1
CCCCC(=O)Nc1cccc(C(=O)Nc2ccccc2C(=O)O)c1,79,2,90,1,2,23,14,5,0.3,1
COc1cccc(OCc2nnc(SCC(=O)N3c4ccccc4Sc4ccc(Cl)cc43)o2)c1,104,6,100,0.9,11,-2,-2,-17,-0.3,-3
COc1cccc(CNC(=O)CSc2ccc(-c3ccncc3)nn2)c1,96,2,92,0.9,11,4,14,-12,0.3,-2
CCOC(=O)c1cc2occc2n1CC(=O)N1CCN(C(=O)c2ccco2)CC1,98,6,103,0.9,14,2,0,22,0.0,5
COCC(=O)NCc1nc2ccccc2[nH]1,98,-11,100,0.7,29,3,7,-1,-0.4,5
Cc1c(C(c2ccccc2O)c2c(C)n(C)n(-c3ccccc3)c2=O)c(=O)n(-c2ccccc2)n1C,100,14,93,0.9,7,1,9,-1,-0.2,4
c1ccc2c(CNn3cnnc3)cccc2c1,102,-4,107,0.9,7,-1,-4,-4,-0.6,11
CN(C)c1cccc(NC(=O)CCc2ccccc2)c1,99,4,125,0.8,25,1,-27,-23,0.1,0
